Yfh1-depleted yeast – enhancers of respiration in Yfh1-depleted yeast, dose response, Friedreich's ataxia, plus single-dose screen (AID 1465). S. cerevisiae Yfh1-off respiration, WST-1 reduction, 72 h; higher fold induction means a stronger effect. one-dose fold induction at 50 µM; EC50 in µM for titrated hits. 0.074% of 220,000 active;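 active = fold induction of absorbance versus untreated yeast above a set limit, then at least 30% activation at any dose in follow-up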;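 note: activators that raise dye reduction in frataxin-depleted yeast; strong numbers were not always called active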
b-catenin transl – modulators of beta-catenin nuclear translocation, primary screen, imaging, HeLa cells, immunofluorescence, high-content | nuclear translocation activity, % at 5 µM | 0.3% of 190,000 active | AID 1665, 2009;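 active = nuclear translocation activity above 50% at 5 µM, with a well cell count of 50 or more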;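 note: per-cell ratio of nuclear to cytoplasmic median beta-catenin stain intensity; plate controls were DMSO negative control for no effect and GSK-3 inhibitor IX positive control for full effect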
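Test system: human HeLa cells, native beta-catenin. Compound dosing: 5 µM primary single dose, 0.1% DMSO, 0.02–20 µM confirmation series. Incubation: compound exposure 24 h at 37°C. Detection: beta-catenin immunostaining with DAPI counterstain, 20x imaging, 6 fields/well. Read-out basis: Nuclear/cytoplasmic beta-catenin signal ratio, % activation.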
Autophagy mod – autophagy modulators in MEF cells, primary screen, imaging, high-content, MEF GFP-LC3; MEF GFP-LC3 puncta imaging; test concentration mostly 10 µM; calls only at 10 µM (by protocol); 0.98% of 190,000 active;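 active = percentage of spot-positive cells more than 3 SD above its plate mean, without a fluorescence outlier flag or 80% toxicity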;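 note: spot-positive cell cutoff set from DMSO-treated cells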
T cell modulator – modulators of CD8 T cell-vesicle binding, primary screen, mouse 2C CD8+ T cells, flow cytometry; 2C CD8+ T cell-vesicle binding; hits give low values; calls only at 7 µM; 0.068% of 330,000 active; AID 2052, 2009;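 active = response, share of CD8 T cells binding vesicles, and their 90th percentile fluorescence all below set limits, cut at about 80% in these data, passing the limit was not always enough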
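Incubation: binding step 1.5 h, 37 °C, antibody labelling 20 min, ice; system: murine 2C transgenic CD8+ T lymphocytes; technique: cytometric PE anti-B7-1 and Alexa647 anti-CD8 signals after 1% paraformaldehyde fixation; also added: QL9-charged Drosophila Ld/ICAM-1/B7-1 vesicles; control set: naked versus QL9-loaded vesicles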
M1AAP inhibition – P. falciparum M1AAP inhibitors, biochemical, fluorogenic H-Leu-NHMec substrate, 1536-well (AID 1445) | recombinant M1AAP, H-Leu-NHMec fluorogenic kinetic assay; higher % means a stronger effect | one-dose inhibition, % at 30 µM; IC50 in µM for titrated hits | 0.42% of 220,000 active | Aminopeptidase N (Plasmodium falciparum (isolate 3D7));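 active = primary inhibition above the hit cutoff, then over 50% inhibition at one or more dose response concentrations, cut at about 23% in these data, passing the limit was not always enough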;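 note: plate controls were DMSO full reaction for no effect and no enzyme background for full effect; strong numbers were not always called active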
WT yeast gro inh – growth inhibition of WT strain, primary screen, mitochondrial fusion inhibitor project, WT and mutant strains, chemical genetic; mitochondrial fusion phenotypic screen; inhibition, % at 10 µM; 2.1% of 190,000 active; in the data active = inhibition above about 58%; tested in S. cerevisiae
Dynein transport – inhibitors of GR-EGFP nuclear translocation, primary screen, dynein cargo transport inhibitor project, imaging, high-content, 3617.4 mouse cells; test concentration mostly 20 µM; stimulated with dexamethasone, 1 µM; hits give low values; z-score, hits read low; 0.47% of 220,000 active; AID 1381, 2008;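 active = plate z-score of nuclear minus cytoplasmic receptor signal below a set negative limit, without overly bright fluorescence or cell loss, cut at about -3.5 in these data, passing the limit was not always enough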;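 note: z-score of nuclear minus cytoplasmic ring GR-EGFP intensity difference per well; some compounds called inactive have numbers as strong as hits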
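Buffer or medium: tet-free, stripped-serum medium; reagent: dexamethasone at 1.0 µM final, 30 min; incubation: 48 h induction, 1 h compound, 30 min dex at 37 °C; measured by: formaldehyde fixation, Hoechst nuclear stain, 10x automated fluorescence imaging; read-out: nuclear-to-cytoplasmic GR-EGFP distribution per well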
M17LAP inhibition – P. falciparum M17LAP inhibitors, primary screen, biochemical, fluorogenic H-Leu-NHMec substrate, 1536-well (AID 1619); 0.38% of 220,000 active; Leucine aminopeptidase (Plasmodium falciparum (isolate 3D7)); one-dose inhibition, % at 30 µM; IC50 in µM for titrated hits; recombinant M17LAP, H-Leu-NHMec fluorogenic kinetic assay; higher % means a stronger effect;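 active = compound inhibiting the enzyme by more than half at any dose during confirmatory dose-response retesting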;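 note: plate controls were full reaction with DMSO carrier for no effect and no enzyme background for full effect; strong numbers were not always called active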
MT stabilize HCS – microtubule stabilizers in HeLa cells, primary screen, imaging, high-content imaging | % tubulin-high responders, % at 10 µM | AID 2205, 2009 | HeLa tubulin immunostaining HCS, 24 h; share of cells brighter than vehicle mean+2SD | 0.83% of 200,000 active;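 active = plate Z-score above 3 for both tubulin-high and condensed-nucleus cell shares, with cell loss under 80%, at 10 µM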;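 note: anti alpha tubulin signal scored within the nucleus-defined area of each cell; some results filed as inactive read as strong as hits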
WT yeast gro inh mutant strain – further read-out of WT yeast gro inh, marked with its call; inhibition, %; mitochondrial fusion phenotypic screen, mutant strain inhibition
Dynein transport cytoplasmic EGFP – second read-out of Dynein transport, no call of its own (marks repeat the call); z-score; measured here: cytoplasmic GR-EGFP intensity; hits give high values
Dynein transport nuclear GR-EGFP – recorded beside Dynein transport, whose call it bears; z-score; measured here: nuclear GR-EGFP intensity;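 lower value marks the stronger effect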
Dynein transport cell count – second read-out of Dynein transport, no call of its own (marks repeat the call); z-score; measured here: cell count per field
b-catenin transl cell count 5 µM – also measured in b-catenin transl; calls as there; cell count; measured here: cell count, cytotoxicity flag
T cell modulator vesicle-bound % – recorded beside T cell modulator, whose call it bears; double positive events, %; measured here: CD8+ vesicle-bound cell fraction;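 binding gate set so that unloaded-vesicle control wells show 10% double positive cells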
MT stabilize HCS Hoechst-high % – further read-out of MT stabilize HCS, marked with its call; % Hoechst-high responders; measured here: nuclear condensation Hoechst responders;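 share of cells brighter than vehicle mean plus two SD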
MT stabilize HCS cytotoxicity % – further read-out of MT stabilize HCS, marked with its call; toxicity, %; measured here: cytotoxicity by cell density;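 0% = mean cell density of plate MIN control wells and 100% = no cells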
Autophagy mod cell loss 18 h – recorded beside Autophagy mod, whose call it bears; toxicity, %; measured here: cell loss, nuclei count;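 cell loss after 18 h compound exposure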
Numbers without * were called inactive; i = inactive; · = no result given.

SMILES | Yfh1-depleted yeast | b-catenin transl | b-catenin transl cell count 5 µM | Autophagy mod | Autophagy mod cell loss 18 h | T cell modulator | T cell modulator vesicle-bound % | M1AAP inhibition | WT yeast gro inh | WT yeast gro inh mutant strain | Dynein transport | Dynein transport cytoplasmic EGFP | Dynein transport nuclear GR-EGFP | Dynein transport cell count | M17LAP inhibition | MT stabilize HCS | MT stabilize HCS Hoechst-high % | MT stabilize HCS cytotoxicity %
Cc1cccc(N2CCN(c3cc(C)nc4nnnn34)CC2C)c1 (stereo unspecified) | · | 0.7 | 917 | i | -2 | i | 23 | 8% | -4 | 11 | -0.96 | 0.19 | 0.35 | 0.13 | -3% | 3.9 | 2.9 | 0.6
COC(=O)c1nn(-c2cccc(C(F)(F)F)c2)c(=O)cc1Sc1ccccn1 | i | -0.9 | 1349 | i | -5 | i | 14 | 6% | -28 | -8 | -0.18 | -0.13 | -0.27 | 0.42 | 6% | 1.3 | 1.0 | 5.5
O=C(C1CCN(S(=O)(=O)N2CCOCC2)CC1)N1CCc2ccccc21 | i | -1.2 | 879 | i | -17 | i | 18 | -1% | 1 | 9 | -0.24 | -0.24 | 0.22 | -0.19 | -2% | 2.3 | 2.8 | 9.4
O=C(C1CC1)N(CCc1ccccc1)Cc1nc2ccccc2c(=O)[nH]1 | i | -3.6 | 1067 | i | -18 | i | 18 | -4% | 0 | 11 | 0.61 | -0.17 | 0.6 | -1 | 0% | 4.3 | 1.9 | 7.7
COC(=O)c1ccccc1NC(=O)CN1C(=O)C2CCCN2c2ncc(Cl)cc21 (stereo unspecified) | i | -2.3 | 1083 | i | 7 | i | 43 | 2% | 12 | 8 | -0.0028 | 0.026 | -0.02 | -0.11 | 5% | 3.1 | 2.4 | 5.3
CC(NCc1ccc(S(N)(=O)=O)cc1)C(=O)Nc1cccc(Cl)c1 (stereo unspecified) | i | 0.8 | 1345 | · | · | i | 28 | 2% | · | · | 0.16 | -0.26 | 0.016 | -0.015 | 19% | · | · | ·
COc1cc2c(c(OC)c1O)C(=O)CO2 | i | 0.9 | 1280 | · | · | i | 41 | -5% | · | · | 0.35 | -0.26 | 0.79 | 0.19 | 1% | · | · | ·
C/C(=N\NC(=O)COc1ccccc1-c1ccccc1)c1ccc(O)cc1O | i | -0.8 | 1320 | · | · | i | 60 | 4% | · | · | -0.93 | -0.7 | -0.79 | 0.88 | 9% | · | · | ·
Cc1ccc(NC(=O)/C(=C/c2cccs2)NC(=O)c2ccco2)c(C)c1 | i | 0.5 | 1101 | i | 5 | i | 45 | 4% | -2 | 19 | 0.53 | -0.24 | 0.47 | -0.037 | 15% | 3.0 | 3.7 | 9.2
CC1(C)CC2CN(C(=O)Cc3ccccc3)C(C)(C2)C1 (stereo unspecified) | i | -3.2 | 956 | i | 26 | i | 48 | 3% | -3 | -4 | -0.03 | -0.2 | 0.28 | -0.25 | -4% | 3.2 | 1.6 | 7.7
CCCN(CCO)Cc1ccc(Br)cc1 | i | 0.4 | 1334 | i | 2 | i | 26 | -4% | 3 | 8 | 2.6 | 0.19 | 0.89 | -2.3 | 8% | 3.3 | 1.8 | 2.1
Cc1cc(C)nc(SCCC(=O)Nc2ccccc2C)n1 | i | -2.7 | 1396 | i | -17 | i | 57 | 7% | -13 | 1 | -0.39 | -0.22 | 0.41 | -0.14 | -8% | 1.5 | 2.1 | 8.9
O=C(Nc1ccc(F)cc1)Nc1nnc(-c2ccccc2)o1 | i | -3.0 | 1111 | i | 1 | i | 57 | -16% | -12 | -7 | -0.15 | -0.33 | -0.63 | 1.2 | -6% | 1.5 | 2.6 | 10
CCn1nnc(NC(=O)c2cccc(-c3cc4ccccc4oc3=O)c2)n1 | i | -0.3 | 1066 | i | 31 | i | 45 | 8% | 41 | 13 | 0.16 | -0.19 | -0.043 | 0.18 | -17% | 4.9 | 1.5 | 5.0
COC(=O)C(C)Sc1nnc(-c2ccncc2)o1 (stereo unspecified) | i | · | · | i | -19 | i | 42 | -7% | 3 | -2 | 0.62 | -0.22 | 0.75 | -1.1 | -5% | 1.9 | 2.2 | 6.5
Fc1ccccc1/C=N/Nc1nc(-c2ccccn2)nc2ccccc12 | i | 1.6 | 1253 | · | · | i | 35 | 0% | · | · | -0.4 | -0.78 | -0.53 | -0.51 | -4% | · | · | ·
Cc1cccc2cc3c(NC(=O)C(C)C)nn(C)c3nc12 | i | -3.9 | 803 | i | 26 | i | 53 | -1% | 7 | -3 | -0.55 | -0.23 | 0.1 | 0.27 | 1% | 6.0 | 3.5 | 16
CCOC(=O)Nc1nnc(CCc2ccccc2)s1 | i | -4.3 | 1025 | i | 4 | i | 58 | 8% | -9 | 0 | 1.2 | -0.23 | 0.39 | -0.44 | -1% | 1.8 | 2.0 | 3.2
c1ccc(-c2ncc(CN3CCN(c4ccccn4)CC3)[nH]2)cc1 | i | 1.8 | 1322 | · | · | i | 42 | 4% | · | · | 0.28 | -0.15 | 0.14 | 0.057 | 4% | · | · | ·
O=C(Nc1ccc(Oc2ncnc3cc(Cl)ccc23)nc1)Nc1cccc(C(F)(F)F)c1 | i | 0.7 | 1208 | · | · | i | 33 | 2% | · | · | 0.24 | -0.24 | 1.1 | -0.6 | -1% | · | · | ·
CCN(C(=O)COC(=O)/C=C/c1cnc2ccccc2n1)C1CCS(=O)(=O)C1 (stereo unspecified) | i | -2.1 | 1041 | i | -1 | i | 61 | 4% | 19 | 12 | -0.37 | -0.2 | -0.28 | -0.22 | -14% | 2.2 | 3.3 | 3.5
O=C(O)c1ccc2c(c1)C(=O)N(NC(=O)c1ccc(O)cc1)C2=O | i | 0.5 | 925 | i | -10 | i | 24 | 7% | -2 | -16 | -0.8 | -0.3 | -0.56 | 0.51 | -21% | 3.1 | 3.0 | 4.1
Cc1ccc(-c2ccccc2NC(=O)CCl)o1 | i | -1.6 | 1306 | i | 25 | i | 22 | 9% | 7 | 3 | -1.3 | -0.072 | -0.17 | 1.1 | 3% | 3.2 | 1.6 | 6.1
CCC1CC(CSC(=N)N)OC1=O (stereo unspecified) | i | 0.9 | 1257 | · | · | i | 3 | -2% | · | · | 0.38 | -0.27 | 0.33 | -0.37 | 25% | · | · | ·
c1ccc(CSc2ccc(-c3ccccn3)nn2)cc1 | · | 1.0 | 1067 | i | 6 | i | 61 | 4% | 57 | 75 | 0.21 | -0.23 | 0.14 | -0.023 | -28% | 4.0 | 1.7 | 4.9
CSc1nc(SC(C)C(=O)O)c2c3c(sc2n1)COC(C)(C)C3 (stereo unspecified) | i | -0.4 | 1348 | · | · | i | 34 | 2% | · | · | 0.44 | -0.27 | 0.61 | 0.88 | 5% | · | · | ·
O=[N+]([O-])c1ccc(Nc2ccccc2F)nc1 | i | 2.6 | 943 | i | -1 | i | 48 | · | 0 | -3 | -0.54 | -0.22 | -0.1 | 0.43 | · | 1.7 | 1.1 | 0.9
Cc1cc(C)c(NC(=O)CN)c(C)c1 | i | -7.6 | 1135 | i | -22 | i | 57 | 0% | -1 | 8 | 0.83 | -0.16 | 0.69 | -1 | 0% | 3.7 | 2.3 | 4.6
Cc1cccc(NC(=O)CSc2nnc(-c3ccco3)o2)c1C | i | -0.7 | 1119 | i | 0 | i | 41 | 4% | 8 | 8 | -0.44 | -0.16 | -0.13 | 0.13 | 1% | 1.9 | 3.0 | 10
Cc1cc(C(=O)COc2ccccc2Cl)c(C)n1-c1ccc2c(c1)OCO2 | i | 0.3 | 960 | i | 0 | i | 40 | -4% | 45 | -3 | 1.1 | -0.25 | 0.27 | -0.12 | 4% | 2.4 | 2.1 | 1.0
Cc1sc2nc(CN(Cc3cccs3)C(=O)NC3CCCCC3)[nH]c(=O)c2c1C | i | -1.0 | 1171 | i | -8 | i | 30 | -1% | 66* | 14* | 0.73 | -0.19 | 0.63 | -1.2 | -2% | 2.6 | 1.6 | 8.8

High-throughput results (PubChem)
